NCI-60 one-dose screen, 48 h, at 10 µM unless noted. Numbers give growth in % (100 = growth as untreated, 0 = no growth, -100 = all killed).
SK-MEL-5 – SK-MEL-5 melanoma; AID 1794755; 80,000 compounds, 6.4% hits
UACC-257 – UACC-257 melanoma. 78,000 compounds, 4.4% hits. AID 1794764
M14 – M14 melanoma; 80,000 compounds, 6.2% hits; AID 1794745
SK-MEL-2 – SK-MEL-2 melanoma | 77,000 compounds, 4.7% hits | AID 1794763
MDA-MB-435 – MDA-MB-435 melanoma | 82,000 compounds, 7.8% hits
MALME-3M – MALME-3M melanoma | 78,000 compounds, 5.8% hits
SK-MEL-28 – SK-MEL-28 melanoma; 81,000 compounds, 4.1% hits; AID 1794761
UACC-62 – UACC-62 melanoma; AID 1794756; 81,000 compounds, 5.4% hits
* hit, by the source's call. Rule for the calls: active = growth percent below 10; inactive = the rest.

Screening O=C1CSC(=S)N1Cc1cccnc1 returned SK-MEL-5 100, UACC-257 60, M14 85, SK-MEL-2 86, MDA-MB-435 37, MALME-3M 102, SK-MEL-28 92 and UACC-62 88.
For c1cc[n+](Cc2ccc3ccccc3n2)cc1 the results were SK-MEL-5 102, UACC-257 99, M14 99, SK-MEL-2 100, MDA-MB-435 107, MALME-3M 96, SK-MEL-28 119 and UACC-62 104.
For CC(C)(CO)CN1CCOCC1 the results were SK-MEL-5 103, UACC-257 107, M14 102, SK-MEL-2 96, MDA-MB-435 109, MALME-3M 105, SK-MEL-28 104 and UACC-62 99.
For O=S(=O)(c1cccc2ccccc12)N1CCN(c2nccc(-c3c(-c4cccc(F)c4)nc4sccn34)n2)CC1 the results were SK-MEL-5 51, UACC-257 102, M14 76, SK-MEL-2 88, MDA-MB-435 88, MALME-3M 97, SK-MEL-28 105 and UACC-62 68.
Screening CCOC(=O)Nc1ccccc1C returned SK-MEL-5 110, UACC-257 106, M14 100, SK-MEL-2 106, MDA-MB-435 113, MALME-3M 113, SK-MEL-28 117 and UACC-62 105.
`Cn1cc(-c2ccc(-c3cn(C)c4ncccc34)s2)c2cccnc21` gave SK-MEL-5 88, UACC-257 96, M14 92, MDA-MB-435 92, MALME-3M 85, SK-MEL-28 108 and UACC-62 99.
Screening CCOC(=O)c1c2c(cn1Cc1ccc(OC)c(N)c1)-c1oncc1CC2 returned SK-MEL-5 87, UACC-257 116, M14 80, SK-MEL-2 93, MDA-MB-435 18, MALME-3M 86, SK-MEL-28 85 and UACC-62 70.
For COc1ccc(-c2cc(C(=O)N3N=C(c4ccc(N)cc4)CC3c3ccc(Cl)cc3)c3cc(OC)ccc3n2)cc1 (centres undefined) the results were SK-MEL-5 88, UACC-257 77, M14 6.0*, SK-MEL-2 88, MDA-MB-435 9.9*, MALME-3M 62, SK-MEL-28 48 and UACC-62 49.
`CN(C)CCNc1ncc(F)c(-c2cnc3cc(Cl)ccn23)n1` gave SK-MEL-5 96, UACC-257 93, M14 100, SK-MEL-2 116, MDA-MB-435 98, MALME-3M 96, SK-MEL-28 113 and UACC-62 91.
For COC(=O)C1C(C)=Nc2c(N)ncnc2NC1c1ccc(Cl)cc1 (centres undefined) the results were SK-MEL-5 103, UACC-257 113, M14 110, SK-MEL-2 122, MDA-MB-435 102, MALME-3M 98, SK-MEL-28 108 and UACC-62 88.
`c1ccc2c(c1)nc(CN1CCOCC1)n1cc(N3CCCC3)nc21` gave SK-MEL-5 98, UACC-257 99, M14 107, SK-MEL-2 106, MDA-MB-435 106, MALME-3M 97, SK-MEL-28 118 and UACC-62 100.
`O=C1/C(=N/O)CCCc2ccccc21` gave SK-MEL-5 103, UACC-257 100, M14 103, SK-MEL-2 111, MDA-MB-435 106, MALME-3M 107, SK-MEL-28 109 and UACC-62 99.

Retrieved by structure from the entries so far, 5 records:
Screening O=C1CSC(=S)N1Cc1cccnc1 returned SK-MEL-5 100, UACC-257 60, M14 85, SK-MEL-2 86, MDA-MB-435 37, MALME-3M 102, SK-MEL-28 92 and UACC-62 88.
`CN(C)CCNc1ncc(F)c(-c2cnc3cc(Cl)ccn23)n1` gave SK-MEL-5 96, UACC-257 93, M14 100, SK-MEL-2 116, MDA-MB-435 98, MALME-3M 96, SK-MEL-28 113 and UACC-62 91.
Screening CCOC(=O)c1c2c(cn1Cc1ccc(OC)c(N)c1)-c1oncc1CC2 returned SK-MEL-5 87, UACC-257 116, M14 80, SK-MEL-2 93, MDA-MB-435 18, MALME-3M 86, SK-MEL-28 85 and UACC-62 70.
Screening CCOC(=O)Nc1ccccc1C returned SK-MEL-5 110, UACC-257 106, M14 100, SK-MEL-2 106, MDA-MB-435 113, MALME-3M 113, SK-MEL-28 117 and UACC-62 105.
For COc1ccc(-c2cc(C(=O)N3N=C(c4ccc(N)cc4)CC3c3ccc(Cl)cc3)c3cc(OC)ccc3n2)cc1 (centres undefined) the results were SK-MEL-5 88, UACC-257 77, M14 6.0*, SK-MEL-2 88, MDA-MB-435 9.9*, MALME-3M 62, SK-MEL-28 48 and UACC-62 49.

Next section
`COC(=O)c1cc(C(=O)C(C)Br)n2c1ccc1c3ccccc3ccc12` (centres undefined) gave SK-MEL-5 88, UACC-257 92, M14 83, SK-MEL-2 116, MDA-MB-435 101, MALME-3M 80, SK-MEL-28 109 and UACC-62 65.
Screening COc1ccc(-c2cn(-c3ccc(Cl)cc3)c(SCC(=O)c3ccccc3)n2)cc1 returned SK-MEL-5 87, UACC-257 111, M14 87, SK-MEL-2 85, MDA-MB-435 93, MALME-3M 98, SK-MEL-28 89 and UACC-62 65.
Screening CC(=NC(C)(C)C)Nc1ccc(Cl)cc1 returned SK-MEL-5 100, UACC-257 106, M14 97, MDA-MB-435 105, MALME-3M 93, SK-MEL-28 108 and UACC-62 98.
Screening COc1cc(C(=O)Cn2nnnc2C(=O)c2ccccc2)cc(OC)c1OC returned SK-MEL-5 98, UACC-257 101, M14 109, SK-MEL-2 96, MDA-MB-435 102, MALME-3M 101, SK-MEL-28 109 and UACC-62 101.
`COc1cc(/C=C2/C(=O)Nc3ccc(Cl)cc32)ccc1OCc1ccccc1` gave SK-MEL-5 99, UACC-257 104, M14 99, SK-MEL-2 100, MDA-MB-435 101, MALME-3M 101, SK-MEL-28 105 and UACC-62 88.
`NCC1CC1` gave SK-MEL-5 103, UACC-257 79, M14 126, SK-MEL-2 104, MDA-MB-435 106, MALME-3M 107, SK-MEL-28 104 and UACC-62 107.
For COc1ccc(NC(=O)C(=O)NNC(=O)c2sc(NNC(C)=O)nc2C)c([N+](=O)[O-])c1 the results were SK-MEL-5 89, UACC-257 88, M14 104, SK-MEL-2 112, MDA-MB-435 115, MALME-3M 100, SK-MEL-28 113 and UACC-62 97.
O=C1CC(c2nc3ccccc3s2)CN1c1ccccc1 (centres undefined) was read as SK-MEL-5 97, UACC-257 89, M14 110, MDA-MB-435 107, MALME-3M 103, SK-MEL-28 98 and UACC-62 99.
`Clc1ccc(-c2cc(-n3nnnc3-c3ccccc3)no2)cc1` gave SK-MEL-5 107, UACC-257 110, M14 104, SK-MEL-2 100, MDA-MB-435 104, MALME-3M 99, SK-MEL-28 100 and UACC-62 98.
For Cc1c(C(=O)Nc2ccc(Cl)cc2)sc2c(=O)[nH]cnc12 the results were SK-MEL-5 113, UACC-257 120, M14 107, SK-MEL-2 104, MDA-MB-435 109, MALME-3M 108, SK-MEL-28 101 and UACC-62 95.
`CN(C)S(=O)(=O)c1ncc2[nH]cnc2n1` gave SK-MEL-5 111, UACC-257 108, M14 96, SK-MEL-2 106, MDA-MB-435 113, MALME-3M 92, SK-MEL-28 112 and UACC-62 102.
Screening CC(Nc1c(C#N)cnc2ccc(-c3cncc(-c4n[nH]c(=O)o4)c3)cc12)c1ccccc1 (centres undefined) returned SK-MEL-5 -85*, UACC-257 34, M14 19, SK-MEL-2 -34*, MDA-MB-435 24, MALME-3M -8.1*, SK-MEL-28 11 and UACC-62 -37*.
For COc1ccc(/C(=C2/O[C@@H]([C@H]3COC(C)(C)O3)[C@H]3OC(C)(C)O[C@@H]23)c2cc(OC)c(OC)c(OC)c2)cc1O the results were SK-MEL-5 62, UACC-257 126, M14 20, MDA-MB-435 -10*, MALME-3M 70 and UACC-62 83.
C/C(=N/O)c1ccc(-n2c(=O)c3cc4c(=O)n(-c5ccc(/C(C)=N\O)cc5)c(=O)c4cc3c2=O)cc1 was read as SK-MEL-5 101, UACC-257 105, M14 104, SK-MEL-2 94, MDA-MB-435 100, MALME-3M 86, SK-MEL-28 101 and UACC-62 93.
`CC1(C)CC(=O)C=C(NCCCCCCCCNC2=CC(=O)CC(C)(C)C2)C1` gave SK-MEL-5 103, UACC-257 113, M14 108, SK-MEL-2 91, MDA-MB-435 103, MALME-3M 102, SK-MEL-28 104 and UACC-62 103.
Screening CC1=C[C@@H](/C=C(\C)CCCc2ccoc2)[C@]2(OC(=O)C(C)=C2O)[C@@H]2[C@@H](C)CC[C@@H]12 returned SK-MEL-5 101, UACC-257 104, M14 100, SK-MEL-2 113, MDA-MB-435 102, MALME-3M 102, SK-MEL-28 100 and UACC-62 95.
Cc1c(-c2ccccc2Br)nc2ccccc2c1C(=O)O was read as SK-MEL-5 105, UACC-257 105, M14 107, SK-MEL-2 108, MDA-MB-435 113, SK-MEL-28 115 and UACC-62 108.
For COc1ccc(/C=C(/C(=O)c2ccccc2)c2ccccc2)cc1 the results were SK-MEL-5 100, M14 100, MDA-MB-435 70, MALME-3M 94, SK-MEL-28 98 and UACC-62 89.
Screening CCc1cccc(CC)c1NC(=O)c1sc2nc3c(cc2c1N)CCCC3 returned SK-MEL-5 64, M14 52, SK-MEL-2 56, MDA-MB-435 7.3* and MALME-3M 54.
For O=C(NCCN1CCOCC1)OCc1nc2nc(Cl)nc(N3CCOCC3)c2[nH]1 the results were SK-MEL-5 -30*, UACC-257 69, M14 9.5*, SK-MEL-2 19, MDA-MB-435 -29*, MALME-3M 50, SK-MEL-28 62 and UACC-62 35.
Screening CC(C)(C)c1cc(O)c(O)c(C(C)(C)C)c1 returned SK-MEL-5 70, UACC-257 81, M14 52, SK-MEL-2 77, MALME-3M 67, SK-MEL-28 75 and UACC-62 33.
`CCOC1Oc2ccc(C)cc2C(=O)/C1=C\Nc1cccc(S(N)(=O)=O)c1` (centres undefined) gave SK-MEL-5 105, UACC-257 107, M14 96, MDA-MB-435 116, MALME-3M 118, SK-MEL-28 155 and UACC-62 103.
O=C(O)c1cc(NCCO)c(C(=O)O)cc1NCCO was read as SK-MEL-5 99, UACC-257 98, M14 99, MDA-MB-435 106, MALME-3M 103, SK-MEL-28 108 and UACC-62 103.
Nc1ccc(N=Nc2ccc(O)cc2)c(N)n1 was read as SK-MEL-5 73, UACC-257 98, M14 71, SK-MEL-2 97, MDA-MB-435 69, MALME-3M 72, SK-MEL-28 89 and UACC-62 41.

As a working copy, two of the compounds above.
For COc1ccc(/C(=C2/O[C@@H]([C@H]3COC(C)(C)O3)[C@H]3OC(C)(C)O[C@@H]23)c2cc(OC)c(OC)c(OC)c2)cc1O the results were SK-MEL-5 62, UACC-257 126, M14 20, MDA-MB-435 -10*, MALME-3M 70 and UACC-62 83.
C/C(=N/O)c1ccc(-n2c(=O)c3cc4c(=O)n(-c5ccc(/C(C)=N\O)cc5)c(=O)c4cc3c2=O)cc1 was read as SK-MEL-5 101, UACC-257 105, M14 104, SK-MEL-2 94, MDA-MB-435 100, MALME-3M 86, SK-MEL-28 101 and UACC-62 93.

Following part:
Screening Nc1nc(=O)[nH]c2ccc(C(=O)c3ccc(Cl)cc3)cc12 returned SK-MEL-5 114, UACC-257 99, M14 108, SK-MEL-2 111, MDA-MB-435 102, MALME-3M 132, SK-MEL-28 107 and UACC-62 98.
`COC(=O)[C@]1(C)N[C@H](c2cn(-c3ccccc3)nc2C)[C@@H]2C(=O)N(c3ccc(C)cc3)C(=O)[C@@H]21` gave SK-MEL-5 97, UACC-257 97, M14 97, SK-MEL-2 106, MDA-MB-435 103, MALME-3M 123, SK-MEL-28 113 and UACC-62 109.
O=C(O)[C@H]1/C(=C/CO)O[C@@H]2CC(=O)N21 was read as UACC-257 98, M14 103, SK-MEL-2 105, MDA-MB-435 100, MALME-3M 107, SK-MEL-28 109 and UACC-62 108.
For COc1cccc(-c2nc3n(n2)CCc2ccccc2-3)c1 the results were SK-MEL-5 95, UACC-257 102, M14 102, SK-MEL-2 110, MDA-MB-435 96, MALME-3M 111, SK-MEL-28 103 and UACC-62 93.
CC(C)=CC/C=C(/C)[C@H]1CC[C@]2(C)[C@@H]1CC[C@@H]1[C@@]3(C)C/C(=C/c4cc(C(F)(F)F)cc(C(F)(F)F)c4)C(=O)C(C)(C)[C@@H]3CC[C@]12C was read as SK-MEL-5 101, UACC-257 93, M14 100, SK-MEL-2 101, MDA-MB-435 101, SK-MEL-28 105 and UACC-62 90.
For CC1(CC(=O)Nc2ccccc2)Nc2ccccc2-c2ccnn21 (centres undefined) the results were SK-MEL-5 98, UACC-257 113, M14 99, SK-MEL-2 85, MDA-MB-435 100, MALME-3M 77, SK-MEL-28 111 and UACC-62 103.
For CCCC(=O)N1CCCCC1CC (centres undefined) the results were SK-MEL-5 117, UACC-257 91, M14 114, SK-MEL-2 109, MALME-3M 118, SK-MEL-28 112 and UACC-62 111.
For Cc1cc(C#Cc2ccc(C(C)(C)C)cc2)ccc1-n1c(/C=C/c2ccc(O)cc2O)nc2ccccc2c1=O the results were SK-MEL-5 49, UACC-257 79, M14 56, SK-MEL-2 69, MDA-MB-435 53, MALME-3M 69, SK-MEL-28 95 and UACC-62 64.

Assay outcomes as filed in PubChem BioAssay.
